Screening results: PubChem BioAssay, several laboratories
TRPC4 inh = inhibitors of mouse TRPC4 channel, primary screen, Fluo4 calcium, HEK293 TRPC4beta/mu-opioid cells. Short transient receptor potential channel 4 (Mus musculus), Q9QUQ5. DAMGO-evoked Fluo4 calcium flux; stronger effect = lower value. B-score at 10 µM. hit rate 0.39% among 300,000;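 active means B-score over 3 SD under the library average, no early fluorescence shift, positive overall ratio signal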
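System: stable TRPC4beta/mu-opioid receptor HEK293 cells; Dosing: single-point compound dosing; Measured by: Fluo4 Ca2+ flux fluorescence; Read-out basis: per-well B score of integrated baseline-normalized Fluo4 ratio.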
MrgX1 allo act = positive allosteric modulators of MrgX1, primary screen, HEK293 cells, Fluo-4 calcium flux. B-score at 10 µM. FDSS; stronger effect = higher value. Mas-related G-protein coupled receptor member X1 (Homo sapiens), Q96LB2. hit rate 0.63% among 310,000;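 active means plate-corrected calcium response at least 3 library SD above typical, normal starting fluorescence, not activating the receptor alone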;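 further: compound read alongside a low EC10 to EC30 dose of BAM8-22 agonist; peak minus trough fluorescence over baseline measured at the second addition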
HIF act = HIF pathway transcriptional activators, primary screen, cell-based, U2OS HRE-luciferase, luminescence; U2OS HRE-luciferase reporter; normalized: DMSO 0%, desferrioxamine 100%; activation, % at 7.5 µM (by protocol); hit rate 0.32% among 300,000; AID 1910, 2009;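 active means mean activation of at least 10% of the iron chelator positive control signal, with at least half of replicates also reaching 10%; inconclusive means mean and replicate majority disagree about reaching 10%; inactive means mean and most replicates under 10%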
Platelet DG rel = inhibitors of platelet dense granule secretion, primary screen, cell-based, MLPCN, human platelets; human platelet-rich plasma, SFLLRN dense granule ATP release, luminescence; inhibition, %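 (compounds screened at 7.5 µM in platelet-rich plasma)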; hit rate 0.22% among 300,000; AID 1663, 2009;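 active means mean replicate score, as percent of positive control, at or above 50; inconclusive means mean below 50 but at least one replicate at or above 50; inactive means mean and every replicate below 50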
MrgX1 ag = agonists of human MrgX1 receptor, primary screen, HEK293 cells, Fluo-4 calcium flux | Fluo-4 calcium fluorescence, agonist mode; stronger effect = higher value | B-score at 10 µM | hit rate 0.44% among 310,000 | AID 588627, 2011;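 active means calcium response B-score plate-corrected fluorescence ratio at least 3 library SD, with starting fluorescence B-score inside 5 SD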
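Material – MrgX1-expressing HEK293 cells · Input – 15,000 cells seeded per well · Dosing – compound as first of three additions · Times – overnight seeding, then 1 h dark dye loading · Measured by – kinetic Fluo-4 NW fluorescence of intracellular calcium · Read-out – B-scored fluorescence response ratio · Benchmarks – positive and negative control wells on each plate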
RGS4 inh = RGS4 inhibitors, primary screen, cell-based, HEK293 M3R inducible RGS4, calcium flux | Fluo-4 calcium flux; stronger effect = higher value; triggered by carbachol at its EC20 | B-score at 10 µM | hit rate 0.45% among 310,000 | AID 463165, 2010;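 active means B-score, a plate-corrected calcium signal, over three deviations above library mean, with baseline fluorescence within five deviations of library mean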;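 further: RGS4 expression induced by doxycycline in cells with stable M3 receptor; B-score is computed from the integrated fluorescence ratio over baseline after carbachol; higher B-score means a larger calcium signal and so more RGS4 inhibition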
TRPC6 activator = mouse TRPC6 channel activators, primary screen, cell-based, HEK293, membrane potential dye | hit rate 0.13% among 310,000 | HEK293-TRPC6 membrane potential dye fluorescence; stronger effect = higher value | B-score at 10 µM | AID 2550, 2010 | Short transient receptor potential channel 6 (Mus musculus), Q61143;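 active means B-score of the integrated fluorescence ratio above library mean plus 3 SD, and starting fluorescence ratio within library mean plus 5 SD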;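 further: higher score means more depolarization so channel activation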
Target sequence (Q61143 whole entry, looked up): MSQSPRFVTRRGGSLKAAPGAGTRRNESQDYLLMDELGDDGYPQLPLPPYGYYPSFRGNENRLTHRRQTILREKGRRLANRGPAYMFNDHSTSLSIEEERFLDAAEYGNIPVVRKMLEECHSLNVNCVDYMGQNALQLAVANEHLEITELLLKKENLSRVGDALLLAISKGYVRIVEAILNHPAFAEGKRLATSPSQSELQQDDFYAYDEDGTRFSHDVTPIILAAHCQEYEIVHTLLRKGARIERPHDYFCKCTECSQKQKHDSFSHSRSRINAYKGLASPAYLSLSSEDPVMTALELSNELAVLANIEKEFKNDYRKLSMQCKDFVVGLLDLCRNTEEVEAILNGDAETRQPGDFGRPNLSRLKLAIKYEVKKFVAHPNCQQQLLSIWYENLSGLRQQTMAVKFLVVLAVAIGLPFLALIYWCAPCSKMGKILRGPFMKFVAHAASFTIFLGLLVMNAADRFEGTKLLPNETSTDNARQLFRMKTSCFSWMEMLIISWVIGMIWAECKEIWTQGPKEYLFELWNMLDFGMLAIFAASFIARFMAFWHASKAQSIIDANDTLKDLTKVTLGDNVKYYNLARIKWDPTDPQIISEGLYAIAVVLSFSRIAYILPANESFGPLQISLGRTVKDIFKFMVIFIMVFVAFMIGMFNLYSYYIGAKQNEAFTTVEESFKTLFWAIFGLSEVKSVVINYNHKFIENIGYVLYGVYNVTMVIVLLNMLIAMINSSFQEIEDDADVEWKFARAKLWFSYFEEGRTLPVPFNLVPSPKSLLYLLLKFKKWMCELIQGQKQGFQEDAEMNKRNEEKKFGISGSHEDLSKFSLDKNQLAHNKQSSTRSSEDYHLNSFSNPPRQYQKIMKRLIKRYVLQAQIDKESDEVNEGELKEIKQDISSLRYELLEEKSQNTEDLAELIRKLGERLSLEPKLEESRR
TRPC6 inh = mouse TRPC6 channel inhibitors, primary screen, cell-based, HEK293, membrane potential dye. hit rate 1.1% among 310,000. AID 2553, 2010. B-score at 10 µM. ACh-evoked depolarization; stronger effect = lower value. Short transient receptor potential channel 6 (Mus musculus), Q61143;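 active means B-score under library mean minus 3 SD, initial fluorescence not abnormally high, positive integrated signal ratio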;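 further: B-score derived from integrated fluorescence ratio over the kinetic read; more negative B-score means stronger inhibition of depolarization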
RGS4 act = RGS4 potentiators or activators, primary screen, cell-based, HEK293 M3R inducible RGS4, calcium flux. carbachol calcium flux Fluo4; stronger effect = lower value. B-score at 10 µM. hit rate 0.92% among 310,000. AID 463111, 2010;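 active means B-score of the integrated calcium signal more than 4 SD below the library mean, with starting fluorescence not abnormally high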;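 further: negative B-score means reduced calcium response which marks RGS4 activation or potentiation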
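Also added: carbachol at ECmax as muscarinic agonist stimulus; Assay system: HEK293 cells with stable M3R and inducible RGS4; Timing: overnight RGS4 induction, 30 min dye load 37 °C, 20 min compound RT; Measured by: Fluo4-AM (2 µM) calcium-flux fluorescence, kinetic read.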
SKKanGAS inh = S. pyogenes SKKanGAS growth inhibitors in kanamycin, primary screen, streptokinase expression inhibitor project, SKKanGAS strain, BacTiter-Glo luminescence; 6 h; hit rate 1.3% among 300,000; inhibition, % at 7.5 µM;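 active means mean replicate score, as percent of positive control median, at least 50; inconclusive means mean below 50 but one replicate at or above 50; inactive means mean and every replicate below 50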;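 further: strain carries kanamycin resistance gene driven by streptokinase promoter and grows in 40 µg/ml kanamycin; loss of luminescence reflects streptokinase promoter inhibition or plain growth inhibition; 0% = median of DMSO wells and 100% = positive control at its reference dose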
MrgX1 antag = antagonists of human MrgX1 receptor, primary screen, HEK293 cells, Fluo-4 calcium flux; AID 588676, 2011; B-score at 10 µM; BAM8-22 antagonism; stronger effect = lower value; Mas-related G-protein coupled receptor member X1 (Homo sapiens), Q96LB2; hit rate 1.3% among 310,000;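 active means calcium-response B-score plate-corrected more than 3 library SD below zero, starting fluorescence within 5 deviations, no agonist response on first addition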;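 further: peak minus trough fluorescence over baseline after final BAM8-22 challenge near maximal dose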
Numbers without * were called inactive; i = inactive; ? = inconclusive; . = no result given.

Compound	TRPC4 inh	MrgX1 allo act	HIF act	Platelet DG rel	MrgX1 ag	RGS4 inh	TRPC6 activator	TRPC6 inh	RGS4 act	SKKanGAS inh	MrgX1 antag
CC(=O)Nc1ccc(/C(C)=N/NS(=O)(=O)c2ccc(C)cc2)cc1	i	i	0.2	-31	i	i	i	i	i	-2	i
CCOC(=O)CCCCC(=O)c1[nH]c(=O)[nH]c1CSc1nc(C)cc(C)n1	i	i	-0.7	29	i	i	i	i	i	-1	i
CC1(C)C2CC=C(/C=N/NC(=O)c3ccc(O)cc3)C1C2 (stereo not drawn)	i	i	0.2	-1	i	i	i	i	i	-6	i
COC(=O)c1c(NC(=O)CC2Sc3ccc(C(F)(F)F)cc3NC2=O)sc(C)c1C (stereo not drawn)	i	i	-0.4	-4	i	i	i	i	i	8	i
COc1ccccc1-n1c(-c2cc(-c3ccco3)[nH]n2)n[nH]c1=S	i	i	0.1	4	i	i	i	i	i	0	i
CCCc1ccc(OCC(=O)NNC(=S)NC(=O)c2ccco2)cc1	i	12*	0.1	-1	i	i	i	i	i	113*	i
Cc1nn(-c2ccccc2)c2sc(C(=O)NCCN3CCOCC3)cc12	i	i	-0.5	1	i	i	i	i	i	-3	i
Cc1cc(=O)oc(C)c1C(=O)NCCCN1CCN(c2ccc(F)cc2)CC1	i	i	-0.4	7	i	i	i	i	i	14	i
COCCn1c(=O)[nH]c2cc(C(=O)N3CCN(c4ccccc4)CC3)ccc2c1=O	i	i	0.3	-7	i	i	i	i	i	10	i
COc1ccccc1NC(=O)CSc1nnc(C2CCCCC2)n1C	i	i	-0.2	0	i	i	i	i	i	-3	i
CCOP(=O)(c1ccccc1)c1nc(-c2ccccc2C)oc1N1CCCCC1 (stereo not drawn)	i	i	-0.2	13	i	i	i	i	i	22	i
O=C(CCNc1n[nH]c(=O)[nH]c1=O)N/N=C/c1ccc(Cl)cc1	i	i	0.0	0	i	i	i	i	i	3	i
COc1ccccc1N(CC(=O)NC(C)(C)C)S(=O)(=O)c1cccs1	i	i	0.1	2	i	i	i	i	i	4	i
CCc1nc2cc(Cl)c(Cl)cc2[nH]1	i	i	0.7	3	i	i	i	i	i	-6	i
Cc1nn(-c2ccccc2)c2sc(-c3nnc(SCC(=O)O)o3)cc12	i	i	0.3	-7	i	i	i	i	i	11	i
Cc1ccc(N=C2NC(=O)/C(=C\c3ccco3)S2)cc1	i	i	1.6	4	i	i	i	i	i	4	i
CC(C)CCN(C(=O)Nc1ccccc1)C(C)c1cccs1 (stereo not drawn)	i	i	-0.2	-7	i	i	i	i	i	.	i
O=c1[nH]c2ccc(S(=O)(=O)NCc3ccccn3)cc2s1	i	i	-0.2	2	i	i	i	i	i	-12	i
CN(c1nc(-c2ccc(Br)cc2)cs1)C1CCS(=O)(=O)C1 (stereo not drawn)	i	i	2.7	-1	i	i	i	i	i	-1	i
CCCOC(=O)CCCCCCCCC(O)CN1CCCCC1 (stereo not drawn)	i	i	0.4	2	i	i	i	i	i	1	i

Further records.
Compound	TRPC4 inh	MrgX1 allo act	HIF act	Platelet DG rel	MrgX1 ag	RGS4 inh	TRPC6 activator	TRPC6 inh	RGS4 act	SKKanGAS inh	MrgX1 antag
CC1CCN(Cc2nnnn2CCCC(=O)NCCN2CCOCC2)CC1	i	i	-0.5	10	i	i	i	i	i	3	i
COc1cc(OC)c(C(=O)CCC(=O)O)cc1OC	i	i	-0.4	-6	i	i	i	i	i	-4	i
Cc1ccc(C)c(NC(=O)CSc2nccn2Cc2ccco2)c1	i	i	1.6	-26	i	i	i	i	i	1	i
O=C(CSc1nnc(NC(=O)c2c(F)cccc2F)s1)NCc1ccccc1	i	i	-0.1	11	i	i	i	i	i	4	i
COCCOc1cc(NC(=O)CS(=O)(=O)CC(=O)N(C)C)c(Cl)cc1Cl	i	i	0.2	-4	i	i	i	i	i	-21	i
CCOC(=O)N1CCN(C(=O)CN(C2CCCCC2)S(=O)(=O)c2ccc(C)cc2)CC1	i	i	0.3	2	i	i	i	i	i	-8	i
CCOC(=O)N1CCN(C(=O)C2CCN(C(=O)c3cc4sccc4n3CC)CC2)CC1	i	i	-0.1	-1	i	i	i	i	i	-2	i
CCS(=O)(=O)N1Cc2ccccc2CC1C(=O)N(C)Cc1ccc(OC)cc1OC (stereo not drawn)	i	i	-0.4	-3	i	i	i	i	i	-5	i
O=C1C(SC(F)(F)C(F)F)=C(C(F)(F)F)OC2C3C=CC(C3)C12 (stereo not drawn)	i	i	0.1	-3	i	i	i	i	i	5	i
CC1(C)Cc2c(sc3nc(C4CCCCC4)n(N)c(=O)c23)CO1	i	i	-0.1	0	i	i	i	i	i	-7	i
CCC1(c2ccc(F)cc2)NC(=O)NC1=O (stereo not drawn)	i	i	-0.2	1	i	i	i	i	i	14	i
Cc1c(Nc2nc3ccccc3nc2N2CCN(c3ccccc3)CC2)c(=O)n(-c2ccccc2)n1C	i	i	-0.2	-8	i	i	i	i	i	8	i
CCOC(=O)C1(Cc2cccc(OC)c2)CCN(CC=C(C)C)CC1	i	i	0.1	57*	i	i	i	i	i	-9	i
CCN=c1scc(-c2ccco2)n1/N=C/c1ccc(OC)c(O)c1	i	i	3.2	2	i	i	i	i	i	3	i
Cc1cc(Cl)ccc1NNC(N)=S	i	i	-0.4	-15	i	i	i	i	i	-6	i
CCCCn1c(N)c(N(CC(C)C)C(=O)c2cccc(S(=O)(=O)N(C)c3ccccc3)c2)c(=O)[nH]c1=O	i	i	-0.3	1	i	i	i	i	i	5	i
CSc1nc2c(c(=O)[nH]1)CCCC2	i	i	-0.2	4	i	i	i	i	i	-5	i
CCOc1cnn(Cc2ccccc2)c(=O)c1SCc1ccccc1	i	i	-0.9	-7	i	i	i	i	i	1	i
Cc1ccc(OCc2cc(C(=O)NCc3cn4ccccc4n3)no2)cc1C	i	i	0.5	2	i	i	i	i	i	2	i
COc1cc(C(=O)Oc2ccc3ccc(O)cc3c2)cc(OC)c1OC	i	i	0.3	5	i	i	i	i	i	7	i

The list continues.
Compound	TRPC4 inh	MrgX1 allo act	HIF act	Platelet DG rel	MrgX1 ag	RGS4 inh	TRPC6 activator	TRPC6 inh	RGS4 act	SKKanGAS inh	MrgX1 antag
COC(=O)CSc1nnc(SCc2ccc(OC)cc2)s1	i	i	-1.1	-26	i	i	i	-5.5*	i	-4	i
COc1ccc(NC(=O)CN(C)C(=O)c2cccc(S(=O)(=O)Nc3ccc(OC)cc3)c2)cc1	i	i	-0.3	1	i	i	i	i	i	3	i
COc1ccc(S(=O)(=O)N2CCC(C(=O)NCc3ccco3)CC2)cc1	i	i	0.4	3	i	i	i	i	i	-7	i
O=[N+]([O-])c1ccc2c(c1)nc1n2CCN(c2ccccc2)C1	i	i	1.8	-4	i	i	i	i	i	-2	i
COc1cccc(CN2CCNC(=O)C2CC(=O)O)c1OC (stereo not drawn)	i	i	-0.5	-10	i	i	i	i	i	4	i
Nc1cccc(C(=O)NCCNC(=O)c2cccc(N)c2)c1	i	i	0.5	-5	i	i	i	-7.1*	i	-14	i
COc1cc(NC(=O)CNc2cccc(S(=O)(=O)N3CCCC3)c2)cc(OC)c1	i	i	0.3	-10	i	i	i	i	i	8	i
Cc1cc(C)cc(NC(=O)CN2CCN(CCN=CC3=C(O)CC(c4ccc(Cl)cc4)CC3=O)CC2)c1 (stereo not drawn)	i	i	-0.2	2	i	i	i	i	i	8	i
CC(CN1CCOCC1)OC(=O)Cc1ccc(Cl)cc1 (stereo not drawn)	i	i	-0.7	-1	i	i	i	i	i	1	i
O=C(CNC(=O)OCc1ccccc1)NC1CCCCCCC1	i	i	-0.2	-3	i	i	i	i	i	21	i
Nc1cc(=O)[nH]c(=O)n1Cc1ccco1	i	i	-1.1	-1	i	i	i	-5.3*	i	-1	i
CC12CCC(C(=O)NNC(=O)c3ccc(F)cc3)(OC1=O)C2(C)C (stereo not drawn)	i	i	-0.1	5	i	i	i	i	i	-3	i
CCc1cc(=O)oc2cc(C)cc(OCC(=O)NCCN3CCOCC3)c12	i	i	0.3	4	i	i	i	i	i	4	i
CC1=CC(C)C(/C=N/n2cnnc2)C(C)C1 (stereo not drawn)	i	i	-0.2	8	i	i	i	i	i	0	i
CCNC(=O)N1C(=O)C2(OCCO2)c2cc(Br)ccc21	i	i	-0.9	-2	i	i	i	i	i	-2	i
C=CCNC(=O)CSc1nnc(-c2cccs2)o1	i	i	-0.1	-8	i	i	i	i	i	-2	i
COc1ccc(C(=O)NC2=NCCS2)c(OC)c1	i	i	0.2	-1	i	i	i	i	i	-3	i
COC(=O)c1ccc(Oc2nc(C)cc(Oc3ccccc3)n2)cc1	i	19*	-0.4	?	i	i	i	-7.8*	i	-3	i
O=C(O)CCNS(=O)(=O)c1ccc(Oc2ccccc2Cl)cc1	i	i	0.4	4	i	i	i	i	i	6	i
COc1ccccc1/C=C/C(=C1/C(=O)N(c2ccccc2)N=C1C)c1ccc(C)cc1	i	i	-0.2	-1	i	i	i	i	i	-5	i
CCCC(=O)Nc1nnc(C2CCCO2)s1 (stereo not drawn)	i	i	0.2	5	i	i	i	i	i	4	i
Cc1cccc(C)c1NC(=O)c1ccc(-n2cncn2)nc1	i	i	0.1	10	i	i	i	i	i	-6	i
